# ALOX12 inh – Primary qHTS assay for inhibitors of human arachidonate 12S-lipoxygenase (ALOX12): Round 2 | Polyunsaturated fatty acid lipoxygenase ALOX12 (Homo sapiens), P18054 | purified 12hLO, xylenol orange hydroperoxide absorbance | Potency, µM (highest dose often 108 µM), inactives show top-dose activity change, negative = inhibition, actives largely listed as inhibitors | 1.1% of 580,000 active | AID 1671190, 2021; active = well fitted inhibition curve with a large enough effect; inconclusive = small, poorly fitted or top-dose-only effect, or another doubt; inactive = no such curve, though single readings can be large or run the other way
# Target sequence (P18054 whole entry, looked up): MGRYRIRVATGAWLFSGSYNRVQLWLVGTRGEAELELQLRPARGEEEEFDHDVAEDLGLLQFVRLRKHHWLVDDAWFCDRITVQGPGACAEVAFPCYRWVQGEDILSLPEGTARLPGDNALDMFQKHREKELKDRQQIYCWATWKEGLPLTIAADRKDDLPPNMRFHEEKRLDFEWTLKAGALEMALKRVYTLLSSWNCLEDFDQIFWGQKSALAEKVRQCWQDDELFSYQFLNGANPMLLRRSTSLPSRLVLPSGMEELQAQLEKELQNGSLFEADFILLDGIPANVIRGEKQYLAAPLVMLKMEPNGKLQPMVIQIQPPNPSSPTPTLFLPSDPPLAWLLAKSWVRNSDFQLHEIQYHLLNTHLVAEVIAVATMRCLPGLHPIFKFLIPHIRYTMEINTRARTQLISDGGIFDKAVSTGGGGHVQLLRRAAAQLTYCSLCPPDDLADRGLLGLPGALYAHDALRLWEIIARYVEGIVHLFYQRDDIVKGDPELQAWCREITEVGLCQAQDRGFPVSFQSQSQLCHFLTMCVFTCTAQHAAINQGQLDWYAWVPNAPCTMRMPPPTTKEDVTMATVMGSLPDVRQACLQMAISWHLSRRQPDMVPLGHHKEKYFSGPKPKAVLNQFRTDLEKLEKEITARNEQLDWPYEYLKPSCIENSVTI
#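 Purified human 12hLO at 150 nM in 25 mM Hepes, 0.01% Triton X-100, pH 7.0, preincubated 15 min at room temperature with compound. Reaction started with 40 uM arachidonic acid, 30 min at room temperature. Hydroperoxide measured by Fe-xylenol orange, 573/405 nm absorbance ratio.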
# Numbers without * were called inactive; ? = inconclusive; [ ] = remark or other dose. % is scaled to controls: 0 for no effect and ±100 for the full control effect; potency is read from the fitted curve at half-maximal effect. Only part of the results is shown; count on the stated rates, not on these rows.
smiles | ALOX12 inh
CCc1c(C(=O)N2CC[C@@H]3[C@@H](CCC(=O)N3CCN)C2)csc1C | 12%
O=C1CCC2(CNC(=O)c3cccnc3)CCCC=C2N1 (configuration not stated) | 70%[activator]
COC1CCC12CCN(Cc1ccc(F)c(F)c1)CC2 (configuration not stated) | -15%
Cn1cc(CN2C[C@@H](F)[C@@H](OCc3nc4ccc(C(F)(F)F)cc4[nH]3)C2)cn1 | 16%[176 µM]
CCCOC1CCCN(C(=O)c2cc(Cl)ccc2OC2CCN(C(C)=O)CC2)C1 (configuration not stated) | 25%
Cc1ccc(C2Cn3nnc(-c4nc(C5CCCCC5)no4)c3CO2)c(C)c1 (configuration not stated) | 57%[activator]
COc1ccc(C(=O)N2CCCC(C(=O)NCc3ccccc3)CCNC(=O)CC2)cc1F (configuration not stated) | 17%
CC1(C(=O)NCc2cccs2)CCCCC(=O)N1 (configuration not stated) | 31%
O[C@H]1[C@H](NCc2ccncc2)[C@H]2CO[C@H](O2)[C@@H]1N1CCN(c2ccccc2)CC1 | 109%[activator][176 µM]
O=C(CN1CC2CC(C1)[C@H]1CCCC(=O)N1C2)N1CCSCC1 (some centres not stated) | 16%
CN(C(=O)c1ccc2c(c1)NC(C)(CNCc1ccccc1)CO2)c1ccccc1 (configuration not stated) | 24%[176 µM]
COCCNC(=O)[C@@H]1C[C@@H](O)CN1C1CCN(C(=O)c2ccccc2)CC1 | 7%
CC(C)(C)C(=O)N1CC[C@@H](CC(=O)O)[C@@H](CC2=NCCc3cc(F)ccc32)C1 | 4%[176 µM]
COC(=O)C1=C(C)N(Cc2ccccc2C(F)(F)F)C(=NCc2ccc(C(F)(F)F)cc2)NC1c1ccccc1 (configuration not stated) | ?
COC[C@@H]1CN(Cc2c(F)cccc2Cl)C[C@H]1C(=O)NC1CC1 | 37%
C[C@H]1CN(S(=O)(=O)C(C)(C)C)[C@@H](CCO)/C1=C\c1ccccc1 | 7%
CCOc1ccc(-c2cc3c(=O)n(CCNC(=O)c4ccc(C)c(C)c4)ccn3n2)cc1 | -2%
CN1CCN(c2ccc3nnc(-c4cc(C(=O)Nc5cccc(Cl)c5)ccn4)n3n2)CC1 | -26%
CS(=O)(=O)Nc1cc(-c2noc([C@@H]3CCCN3C3CCOCC3)n2)ccn1 | 9%[176 µM]
Cc1cc(F)ccc1OCC(=O)c1ccc2c(c1)N(CC(=O)NC1CCCCC1)C(=O)CO2 | 28%
CC(C)NC(=O)Nc1ccc([C@H]2OCC(=O)N(Cc3cccnc3)[C@@H]2CO)cc1 | -2%[176 µM]
COC(=O)CN1CCOC(c2ccc3cc(OC)ccc3c2)C1 (configuration not stated) | ?
O=C(NCCOc1ccccc1)c1ccc2c(c1)OCCN(c1ccccc1)C2 | 9%[176 µM]
CC(C)Nc1nc(N)nc(Cl)n1 | -1%[176 µM]
COCc1noc(CCNC(=O)C2CC3(CCNCC3)CN2)n1 (configuration not stated) | 57%[activator]
CCn1cc(S(=O)(=O)N2CCC3(CC2)CN(C2CCC2)CC3COC)cn1 (configuration not stated) | 54%[activator]
CC[C@H]1CN(C(=O)Nc2ccccc2)CC[C@H]1CC(=O)NCc1ccc(F)cc1 | -5%[176 µM]
O=C([C@H]1O[C@H](CCN2CCC(CO)CC2)CC[C@@H]1O)N1CCN(c2ccccc2)CC1 | 12%[176 µM]
Cc1ccc(NC(=O)c2cc3n(n2)CC(c2ccc(Cl)cc2)OC3)c(Cl)c1 (configuration not stated) | 16%
CC1Oc2ccc(NC(=O)c3ccc([N+](=O)[O-])cc3)cc2CN(Cc2ccccc2F)C1=O (configuration not stated) | 7%

# (list continues)
smiles | ALOX12 inh
CC1(c2ccccc2)N(Cc2ccc(O)cc2)C(=O)OC12CCN(Cc1ccc(C#N)cc1)CC2 (configuration not stated) | -1%
CC(C)C(=O)N1Cc2ccccc2CC2(CCCN2C)C1 (configuration not stated) | 13%[12.5 µM]
O=C(NCCCc1ccccc1)c1n[nH]c2c1CN(C(=O)c1ccc(F)cc1F)CC2 | 17%
O=C(CCn1cccn1)N1CCc2nn(Cc3ccccc3)c(=O)n2CC1 | -3%
CN(Cc1ccc(OC(F)(F)F)cc1)Cc1ccc(-c2ccccc2)cc1 | 26%
COc1ccc(C(=O)N2CC(N(C)c3ccccc3C)C2)cc1 | 7%[176 µM]
CCCC(=O)N1Cc2ccccc2CC2(CCCN2Cc2cccnc2)C1 (configuration not stated) | 3%[6.33 µM]
COc1ccc(CNC(=O)COc2cc3c(c4oc(=O)cc(C)c24)CCC(C)(C)O3)c(OC)c1 | -4%
CC1(c2ccccc2)N(Cc2ccccc2)C(=O)OC12CCN(C(=O)Cc1cccc(F)c1)CC2 (configuration not stated) | ?
O=C(CN1CC2CC(C1)[C@H]1CCCC(=O)N1C2)NCCCN1CCN(c2ccccc2)CC1 (some centres not stated) | 1%
CC1=NS(=O)(=O)N(Cc2ccccc2)C=C1C(=O)OCc1noc(-c2cccc(C)c2)n1 | -5%
CCn1cc(S(=O)(=O)N2CCCC(Cc3ncc(C)n3CC3CC3)C2)cn1 (configuration not stated) | 51%[activator]
O=C(C1CC=CC1)N1CC(c2nnc(-c3ccncc3)o2)C2(CCOCC2)C1 (configuration not stated) | 6%
CC(C)c1cccc(-c2nc3c(NC4CCC(O)CC4)nccc3[nH]2)c1 (configuration not stated) | 0%
COc1ccc(NC(=O)COc2cccc(-c3nnc4n3CCCC4)c2)cc1 | 4%
O=C(NCc1ccc(F)cc1)N1CCCC(Cc2noc(-c3ccncc3)n2)C1 (configuration not stated) | -2%
COc1ccc(CNC(=O)[C@@H]2CCC[C@@H](NC3CCOCC3)CN(C)C(=O)C2)cc1 | 58%[activator][176 µM]
O=C(Nc1ccc([C@@H](O)[C@H]2COCC(=O)N2Cc2ccccc2F)cc1)c1ccc(F)cc1 | 18%
O=C(Nc1cccc(OC(F)(F)F)c1)C1(CCO)CCN(c2ncccn2)C1 (configuration not stated) | 17%
Cc1ccccc1N1CCN(C(=O)[C@@]23CCCC[C@H]2N(C)C(=O)CC3)CC1 | 33%[activator]
CC1CCN(Cc2ccc(C(=O)N[C@@H]3CCNC[C@H]3O)o2)CC1 | 13%
COc1ccc(-c2cn(C)c(=O)n3cc(COc4ccnn4C)nc23)c(C)c1 | ?
CN(CCc1noc(C2CN(Cc3ccc(Cl)c(F)c3)C2)n1)S(C)(=O)=O | 8%
CC(=O)Nc1ccc(CN2CCn3c(nnc3-c3cccnc3)C2)cc1 | 6%[6.33 µM]
O=C(Nc1ccccc1F)N1CCC2(CC1)CC(OCC1CC1)CCO2 (configuration not stated) | 24%
CNC(=O)[C@@H]1CN(Cc2cccc(OC)c2OC)C[C@H]1CO | 52%[activator]
O=C(c1cccnc1)N1CCN2C(=O)N(C3CCCCC3)C[C@H]2C1 | -3%[176 µM]
CSc1ncc(C(=O)N2CCC(c3nccn3CCN(C)C)CC2)cn1 | -7%
COCCn1c(C(=O)OC)c(NC(=O)Cc2ccccc2)c2cc(NC3CCCCC3)cnc21 | -2%
Cc1ccc(C(=O)N(Cc2cc3cccc(C)c3nc2N(C)C)CC2CCCO2)cc1 (configuration not stated) | 21%

# Continuation:
smiles | ALOX12 inh
CNC(=O)[C@@H]1CN(Cc2cccc(OC(F)(F)F)c2)C[C@H]1CO | 18%
Cc1ccccc1OCc1nc(C2CN(C(=O)c3cc(F)ccc3F)C2)no1 | 42%[activator]
COc1ccc(-n2c(=O)c3c(n2Cc2ccccc2)CN(C(=O)C2CCC(OC)CC2)CC3)cc1 (configuration not stated) | -19%
Cc1cc(=O)c(C(=O)NCCCc2ccncc2)c2n1-c1ccccc1SC(c1cccs1)C2 (configuration not stated) | -9%
O[C@@H]1C[C@@H](c2nnc3n2CCN(C2CCCC2)C3)N(Cc2cccnc2)C1 | 102%[activator]
Cc1c(Cl)cccc1NC(=O)N(C)CC1CCOCC1 | 38%[activator]
CN1CC(=O)N(C2CCCNCC2)Cc2c1ncnc2N1CCCC(CO)C1 (configuration not stated) | ?
Fc1ccc(Nc2cnc3ccc(-c4ccccc4)nn23)cc1 | 14%[176 µM]
CC(C)C(=O)N1CCC2(CN[S+](=O)([O-])c3cnccc3O2)C1 (configuration not stated) | 1%[6.33 µM]
c1cc2nncn2nc1NC1CCCC1 | 69%[activator]
Cc1cnc(C2CCC2)n1C1CCN(C(=O)CCC2CCCC2)CC1 | -10%
O=S(=O)(c1ccc(F)cc1)N1CCC(OC2CCN(Cc3ccccc3)CC2)CC1 | 16%
O=C1CCCCCN1C1CCN(Cc2cccnc2)CC1 | -3%[176 µM]
Cc1onc(-c2ccccc2)c1C(=O)N[C@@H]1CCC[C@@H](C(=O)N2CCN(C)CC2)CC(=O)N(C)C1 | ?
CNc1ncccc1C(=O)N1CCC(O)(c2ccc(C)cn2)CC1 | ?
Cn1ccc(C(=O)N2CC(CNC(=O)Cc3ccccc3)C3(C2)CN(c2ccccc2)C3)n1 (configuration not stated) | 50%[activator]
CCn1nccc1C(=O)Nc1ccc(-c2nnc3n2CCCC3)cc1 | 52%[activator]
Cc1noc(C)c1CC(=O)NCCc1noc(-c2cccnc2)n1 | 1%
COCc1cc(=O)n(CC(=O)Nc2ccc(C)cc2Cl)c(N2CCOCC2)n1 | ?
Fc1cccc(Cc2noc(-c3nc(-c4ccccc4)no3)n2)c1 | 31%
CCc1nc2c(c(NCCn3nc(C)c(CC)c3C)n1)CCNCC2 | 4%
C[C@H]1[C@@H]2[C@@H](O)C([C@H](C)C(=O)NCc3ccco3)CC[C@@]2(C)CC[C@@H]1NC(=O)c1cncnc1 (some centres not stated) | 23%
CC(=O)N1CC[C@H](c2nc3cc(F)ccc3o2)C1 | 6%[176 µM]
COc1ccccc1OCCNC(=O)CC1CCOCC1 | 29%
CCc1ccccc1NC(=O)N1CCC(N(CCC(C)C)C2CCOCC2)CC1 | 63%[activator]
O=C(c1cc(F)cc(F)c1)N1CC(c2nnc(-c3ccncc3)o2)C2(CCOCC2)C1 (configuration not stated) | 73%[activator]
Cc1nnc2n1CCC(N(C)C(=O)c1ccc3[nH]ccc3c1)CC2 (configuration not stated) | 52%[activator]
CCOc1ccccc1CN1CCCCCCNC(=O)CC1c1ccccc1 (configuration not stated) | 10%
CCOc1ccc(-c2nc(C3CC(=O)N(c4ccc(F)c(Cl)c4)C3)no2)cc1OCC (configuration not stated) | -1%
Cc1cn2nc(C(=O)Nc3ccccc3)cc2c(N(C)Cc2ccccc2)n1 | 9%

# (cont.)
SMILES | ALOX12 inh
Cc1ccc2c(-c3ccc(NC4CC4)nn3)cccc2n1 | -1%
Cc1ccc2c(C)c(C(=O)N3CCOCC(CO)C3)oc2c1 (configuration not stated) | 17%
O=C(N[C@@H]1CN(C2CCCCC2)C[C@H]1CO)c1cccnc1 | 84%[activator]
O=C(N1CCC(N2CC(OCC3CC3)C23CCOCC3)CC1)C1(c2ccccc2)CC1 (configuration not stated) | 61%[activator]
COc1ccc(CCCN2C(=O)O[C@@H]3CN(c4nc(C)cc(C)n4)C[C@@H]32)cc1 | 13%
CCNC(=O)c1noc(-c2ccc[nH]c2=O)n1 | ?
CS(=O)(=O)N1CCC(OC2CCN(C(=O)Nc3ccc4c(c3)OCCO4)CC2)CC1 | 22%
COc1cccc(NC(=O)Cn2c(N3CCCCC3)nc(C)c(C)c2=O)c1 | 24%
CN1CCN(CCNC(=O)c2cc(-c3ccccc3)cn2C)CC1 | ?
CC(C)(C)NC(=O)N1CCCCC1c1nc(CCOc2ccc(F)cc2)no1 (configuration not stated) | 30%
O=C(O)C1=NOC2CN([S+](=O)([O-])c3cccc(C(F)(F)F)c3)CC12 (configuration not stated) | 5%[6.33 µM]
Cc1ccc2c(C(=O)NC3CCN(C)CC3)cc(NC(=O)C3CCC3)cc2n1 | 47%[activator]
O=C(NCC1Cn2cccc2C(=O)N1Cc1ccccc1)c1ccc2ccccc2n1 (configuration not stated) | 56%[activator]
COCC1CN(C(=O)c2cc(C)n(C)n2)CC12CCNCC2 (configuration not stated) | ?
O=C(N[C@@H]1[C@@H](Cc2ccccc2)[C@H]2OCC[C@@H]12)c1scc2c1OCCO2 | 14%
O=C(c1ccccc1Cl)N1CCCC(c2nn(-c3ccccc3)c(=O)[nH]2)C1 (configuration not stated) | 7%
Cc1cc(C)c(CNC(=O)c2nc(-c3cccc(CO)c3)cc3c2ccn3C(C)C)c(=O)[nH]1 | -33%
O=C([C@@H]1C[C@H](F)CN1S(=O)(=O)c1cc(F)ccc1F)N1CCc2ccccc2C1 | 21%
CC(C)(C)c1nnc(NC(=O)NCc2ccncc2)s1 | 48%[activator]
CCc1ccccc1NC(=O)Cn1c(-c2ccccc2)nc(C)cc1=O | -4%

# Shown with each value named: four of the compounds above
O[C@H]1[C@H](NCc2ccncc2)[C@H]2CO[C@H](O2)[C@@H]1N1CCN(c2ccccc2)CC1
  ALOX12 inh = 109%[activator][176 µM]

CCc1nc2c(c(NCCn3nc(C)c(CC)c3C)n1)CCNCC2
  ALOX12 inh = 4%

CCn1cc(S(=O)(=O)N2CCCC(Cc3ncc(C)n3CC3CC3)C2)cn1 (configuration not stated)
  ALOX12 inh = 51%[activator]

CC1Oc2ccc(NC(=O)c3ccc([N+](=O)[O-])cc3)cc2CN(Cc2ccccc2F)C1=O (configuration not stated)
  ALOX12 inh = 7%

# Arranged by SMILES length (rising): part of the list above.
SMILES | ALOX12 inh
Cc1ccc2c(C)c(C(=O)N3CCOCC(CO)C3)oc2c1 (configuration not stated) | 17%
CN1CCN(CCNC(=O)c2cc(-c3ccccc3)cn2C)CC1 | ?
COc1ccc(CCCN2C(=O)O[C@@H]3CN(c4nc(C)cc(C)n4)C[C@@H]32)cc1 | 13%
O=C(N[C@@H]1[C@@H](Cc2ccccc2)[C@H]2OCC[C@@H]12)c1scc2c1OCCO2 | 14%

# Screening data as filed in PubChem.
